HTT cytoprotect: qHTS Multiplex Assay to Identify Dual Action Probes in a Cell Model of Huntington: Cytoprotection (ATP); AID 1471, 2008; Potency, µM (highest dose often 56.4 µM), inactives show cytoprotection (ATP increase), hits mostly activators; 230,000 compounds, 0.14% hits; PC12 HTT-Q103 induced, cytoprotection, ATP luminescence, 40 h;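 further: potency means the concentration at half of the fitted maximal effect; % of control where 0% means no effect; nearly all actives have a fitted effect of over 45% in size; toxic huntingtin expression switched on by the ecdysone agonist tebufenozide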
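Huntington model: PC12 line, ecdysone-inducible HTTQ103 exon1–GFP, tebufenozide 100 nM. Test articles in a dose series. Endpoint luminescence from cellular ATP.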
HttQ103 aggreg: qHTS Multiplex Assay to Identify Dual Action Probes in a Cell Model of Huntington: Aggregate Formation (GFP); PC12 HttQ103-GFP aggregates, Acumen cytometry, 40 h; Potency, µM (titrated, usually from 46.1 µM), inactives show at the highest dose activity change, negative = inhibition, hits mostly inhibitors; 220,000 compounds, 1.1% hits; AID 1688, 2009; further: potency means the concentration at half of the fitted maximal effect; on the % scale 0 is the no-effect control and ±100 the full control effect; nearly all actives have a fitted effect of over 60% in size
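Quantitative HTS on tebufenozide-induced (100 nM) PC12 cells stably expressing polyQ103 Huntingtin exon 1–GFP. Reduction of bright GFP aggregates, detected by laser scanning cytometry after lysis, identified actives across the titration.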
SMN2 splice enh: qHTS Assay for Enhancers of SMN2 Splice Variant Expression | AID 1458, 2008 | Potency, µM (series often up to 46.1 µM), for the others: top-dose activity change, positive = activation, actives largely listed as activators | HEK293 SMN2-luciferase splicing reporter, luminescence, 30-36 h | 210,000 compounds, 2.8% hits; further: potency means the concentration at half of the fitted maximal effect; % of control where 0% means no effect; nearly all actives have a fitted effect of over 55% in size
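qHTS luciferase splicing reporter: luminescence rises when SMN2 exon 7 is included in transfected HEK293 cells. Compound exposure lasted 30-36 h at 37C, with 4.5 mM final sodium butyrate as control, followed by a ONE-Glo read.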
IMPase Li inh: qHTS Assay for Identifying the Cell-Membrane Permeable IMPase Inhibitors: Potentiation with Lithium; CHO-M1 cells, IP1 TR-FRET (IP-One), carbachol + lithium; Potency, µM (highest dose often 59.4 µM), inactives show top-dose activity, negative = IMPase inhibition, usual class: inhibitors; 210,000 compounds, 0.35% hits; AID 1457, 2008;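 further: IP1 builds up when IMPase is blocked and the TR-FRET signal falls; potency means the concentration at half of the fitted maximal effect; plate controls were basal vehicle for no effect and high inhibitor control for full effect; nearly all actives have a fitted effect of over 50% in size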
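IP1 accumulation measured by competitive TR-FRET in lysed CHO-M1 cells after 30 min compound exposure at 37C, with a small lithium addition to potentiate weak responses. Hill-equation AC50 from ratio and donor-channel data.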
LMNA splice mod: qHTS Assay for Modulators of Lamin A Splicing; HeLa LMNA splicing GFP/RFP minigene ratio, 48 h; Potency, µM (highest dose often 46.1 µM), without a hit: at the highest dose ratio change, negative = inhibition, actives largely listed as inhibitors; 200,000 compounds, 0.01% hits; AID 1487, 2009; active means well fitted inhibition curve with a large enough effect in the signal ratio, with a control signal flat, not every such curve was filed as active; inconclusive means small, poorly fitted or top-dose-only effect, or effect the other way, or a change in a side signal; the % refers to the signal ratio; further: potency means the concentration at half of the fitted maximal effect; on the % scale 0 is the no-effect control and ±100 the full control effect
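Read-out is the ratio of GFP to DsRed2 object intensity, acquired by 488 nm laser-scanning cytometry on HeLa lamin A-EGFP minigene reporter cells. Compound incubation 48 hrs at 37 °C in Opti-MEM with 2% FBS; DMSO 0.5% final.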
Luc counter: Counterscreen for Luciferase (Kinase-Glo TM) Inhibition; Luciferin 4-monooxygenase (Photuris pensylvanica), Q27757; Kinase-Glo luciferase, ATP luminescence, 8 min; Potency, µM (top dose mostly 38.3 µM), inactives show at the highest dose activity change, negative = inhibition, most hits filed as inhibitors; 200,000 compounds, 0.28% hits; AID 1379, 2008; further: potency means the concentration at half of the fitted maximal effect; on the % scale 0 is the no-effect control and ±100 the full control effect; nearly all actives have a fitted effect of over 60% in size
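Recombinant Kinase-Glo luciferase, 10 uM ATP (linear range), luciferin; imidazole pH 7.2 / KCl / MgCl2 / Tween / BSA buffer; 8 min RT; luminescence.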
CBFb-RUNX1 inh: qHTS Assay for Compounds Blocking the Interaction Between CBF-beta and RUNX1 for the Treatment of Acute Myeloid Leukemia; AlphaScreen CBFb-His/RUNX1-biotin binding, biochemical; Potency, µM (series often up to 59.8 µM), inactives show at the highest dose activity, negative = inhibition, most hits filed as inhibitors; 230,000 tested, under 10 active; AID 1477, 2009; further: % of control where 0% means no effect
Target sequence (Q01196 whole entry, looked up): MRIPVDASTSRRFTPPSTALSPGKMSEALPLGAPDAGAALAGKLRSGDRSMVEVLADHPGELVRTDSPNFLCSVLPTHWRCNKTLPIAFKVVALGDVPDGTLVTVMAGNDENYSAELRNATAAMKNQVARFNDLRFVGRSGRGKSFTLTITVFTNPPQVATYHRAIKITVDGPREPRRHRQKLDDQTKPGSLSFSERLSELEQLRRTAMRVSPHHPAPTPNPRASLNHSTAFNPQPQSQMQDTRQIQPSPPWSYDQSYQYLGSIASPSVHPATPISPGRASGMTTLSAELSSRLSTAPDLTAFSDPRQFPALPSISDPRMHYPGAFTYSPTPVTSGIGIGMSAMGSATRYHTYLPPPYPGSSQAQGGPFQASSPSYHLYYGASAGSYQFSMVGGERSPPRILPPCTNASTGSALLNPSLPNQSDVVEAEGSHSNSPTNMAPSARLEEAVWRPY
Target sequence (Q13951 whole entry, looked up): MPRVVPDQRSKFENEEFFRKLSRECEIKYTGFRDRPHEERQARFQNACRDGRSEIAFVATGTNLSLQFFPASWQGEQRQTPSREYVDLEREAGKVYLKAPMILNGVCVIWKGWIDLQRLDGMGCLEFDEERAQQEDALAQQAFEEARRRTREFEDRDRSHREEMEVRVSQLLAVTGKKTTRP
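Interaction loss through any mechanism counts as activity. Pre-formed complex of His-CBF-beta and biotin-RUNX1 (30 nM apiece) is incubated with compound 15 min, then with 50 ng nickel and 50 ng streptavidin beads for 90 min before AlphaScreen detection.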
* marks the source's active call; other numbers are inactive results; ? = inconclusive; · = no result given; [ ] = remark or other dose. Unless noted, the call rests on the fitted dose curve; in most records, active means well fitted curve in the direction sought with a large enough effect; inconclusive means small, poorly fitted or top-dose-only effect, or another doubt; inactive means no such curve, though single readings can be large; an effect the other way counts as inactive or inconclusive.

Results follow in this order: IMPase Li inh	SMN2 splice enh	Luc counter	HttQ103 aggreg	CBFb-RUNX1 inh	LMNA splice mod	HTT cytoprotect
COc1cc2c(C#N)c(N3CCN(c4ccccc4OC)CC3)nc(N)c2c(N)n1
 : 21%[38.3 µM]	-21%	-1%	11µM*	?	?	13%[10 µM]
OCCn1c(Cl)nc2ccccc21
 : -5%	-1%	-3%	1%	2%	-1%	-11%[10 µM]
Cc1cc(C(F)F)nn1CC(=O)NCc1ccco1
 : -13%	7%	-2%	15%	-4%	-7%	7%[10 µM]
Cc1csc(NC(=O)c2cncc(Br)c2)n1
 : -7%	13µM*	-2%	?	-8%	-1%[46 µM]	-154%
CCOC(=O)C(C)Sc1nnc(Cc2cc(=O)[nH]c(=O)[nH]2)n1-c1cccc(OC)c1 (stereo not given)
 : 10%[38.3 µM]	9%	0%	8%	-1%	-4%	5%
O=C(COC(=O)c1ccccc1OCc1ccccc1Cl)NC1CC1
 : 5%[38.3 µM]	-1%	2%	4%	6%	4%[0.0737 µM]	17%
O=C(Cc1cscn1)c1ccc(O)cc1O
 : 22%[38.3 µM]	19%	-2%	-17%	-3%	-5%	-7%
COc1ccccc1-n1cnc(N)c1C(=O)c1ccccc1
 : -3%[38.3 µM]	3%	-5%	-17%	-3%	?	-55%[inhibitor][0.074 µM]
CCSc1nnc(Cc2cc(=O)[nH]c(=O)[nH]2)n1-c1ccc(F)cc1
 : -4%	1%	5%	7%	2%	-11%	-14%
COC(=O)[C@@H]1C(c2c(OC)cc(OC)cc2OC)=NO[C@H]1C(=O)OC
 : -6%	?	8%	7%	25%	-2%	·
Cc1nc2sc(C(c3cccc(F)c3)N3CCCCC3)c(O)n2n1 (stereo not given)
 : 30%[38.3 µM]	?	2%	-10%	9%	15%	-35%
Cc1cc2c(ncn2Cc2ccccc2)c([N+](=O)[O-])c1C
 : 27%[38.3 µM]	-63%[inhibitor]	0%	3%	-3%	-20%	8%
COc1ccccc1C(=O)Oc1ccccc1C(=O)Nc1ccccc1
 : -1%	·	2%	-27%	16%	·	-84%[inhibitor]
Cc1cccc(C(=O)NNC(=O)CCC(=O)Nc2cccc(Cl)c2C)c1
 : 5%	-9%	0%	-5%	1%	-7%	16%[10 µM]
Cc1cc(C(=O)CSc2nnnn2-c2ccccc2)c(C)n1CC1CCCO1 (stereo not given)
 : 7%[38.3 µM]	13µM*	-3%	?	-11%	17%	-26%[10 µM]
COc1ccc(C(CC(=O)Nc2ccc(F)cc2)c2ccccc2)cc1 (stereo not given)
 : 6%[38.3 µM]	-5%	-5%	?	10%	?	-16%
COc1ccc(-c2nc3c4ccccc4[nH]c(=O)n3n2)cc1
 : -1%[38.3 µM]	6%	9%	18%	1%	6%	-72%[inhibitor]
CCCN1C(=O)/C(=C/c2ccc(N3CCCC3)c(C)c2)NC1=S
 : 9%[38.3 µM]	-32%[inhibitor]	-7%	13µM*	-3%	?	-106%[inhibitor]
CCOC(=O)N1CCN(C(=O)CSc2nc(CC)nc3c2c(=O)n(C)c(=O)n3C)CC1
 : ·	·	·	-1%[9.22 µM]	-5%	·	-10%[10 µM]
C/C(=N\OCC(=O)Nc1ccc(OC(F)(F)F)cc1)c1ccc2c(c1)OCCO2
 : -1%	-69%[inhibitor]	-1%	-5%	-15%	6%	-3%[10 µM]
Cc1ccc(C)c(N2CCN(C(=O)CNS(=O)(=O)c3cccs3)CC2)c1
 : 19%[38.3 µM]	-9%	-2%	-14%	0%	-21%	21%
Cc1ccc(S(=O)(=O)N2CCCN(c3nccc(C(F)(F)F)n3)CC2)cc1
 : ·	·	·	12%[9.22 µM]	16%	·	39%[10 µM]
Cc1ccc(N=Nc2c(O)n(CN3CCOCC3)c3ccccc23)cc1
 : 7%[38.3 µM]	22µM*	-6%	-2%	-11%	?	-29%
COc1ccc(C(=S)Nc2ccc(C)cc2)cc1
 : -9%[38.3 µM]	18µM*	-2%	12%	2%	-2%	-39%[inhibitor]
O=C(CN1C(=O)C2C3C=CC(C3)C2C1=O)Nc1nc(SCc2ccc(Cl)cc2)n[nH]1 (stereo not given)
 : 0%[38.3 µM]	-25%	2%	25%[9.22 µM]	2%	?	-6%[10 µM]
O=c1c(O)c(-c2cccs2)oc2ccc(Cl)cc12
 : -1%[38.3 µM]	?	-5%	14µM*	?	?	23%
O=C(NC(=S)NC1CCS(=O)(=O)C1)c1cccs1 (stereo not given)
 : 1%	-7%	0%	2%	10%	-9%	9%[10 µM]
COc1ccc2nc(Nc3nc4cc5c(cc4s3)OCO5)sc2c1
 : -2%	?	4%	?	-1%	?	·
CNC(=O)c1oc(-c2ccc(Cl)cc2)nc1C
 : -1%	3%	-2%	-7%[9.22 µM]	4%	·	-47%[inhibitor]
O=C(O)C1=C[C@@H](C2CCCCC2)C[C@@H](OCc2ccc(CO)cc2)O1
 : 1%	·	·	-19%[9.22 µM]	3%	·	0%[10 µM]

The final three compounds of the part above come first, to join the parts:
Results follow in this order: IMPase Li inh	SMN2 splice enh	Luc counter	HttQ103 aggreg	CBFb-RUNX1 inh	LMNA splice mod	HTT cytoprotect
COc1ccc2nc(Nc3nc4cc5c(cc4s3)OCO5)sc2c1
 : -2%	?	4%	?	-1%	?	·
CNC(=O)c1oc(-c2ccc(Cl)cc2)nc1C
 : -1%	3%	-2%	-7%[9.22 µM]	4%	·	-47%[inhibitor]
O=C(O)C1=C[C@@H](C2CCCCC2)C[C@@H](OCc2ccc(CO)cc2)O1
 : 1%	·	·	-19%[9.22 µM]	3%	·	0%[10 µM]
CCCCC(=O)Nc1ccc(C(=O)NNC(=O)CCc2ccccc2)cc1
 : -11%[38.3 µM]	-3%	0%	12%	12%	3%	31%
COCC(C)NC(=O)/C(=C/c1ccccc1)c1ccccc1 (stereo not given)
 : 15%	3%	0%	-5%	9%	·	·
CC(/C=N/N1CCN(c2ccccc2)CC1)=C\c1ccco1
 : -22%[38.3 µM]	14µM*	7.9µM*	17%	-16%	20%	5%
O=C1CN(C(=O)COc2ccccc2F)c2ccccc2N1
 : -1%	-11%	-2%	-5%	-2%	11%	?
COC(=O)CC1C(=O)NCCN1C(=O)CSc1nnc(Nc2ccc(OC)cc2)s1 (stereo not given)
 : 26%[38.3 µM]	·	?	-9%	-10%	0%	27%
C/C(=N\NC(=O)c1nn(C)cc1Cl)c1ccncc1
 : 2%	-1%	0%	-5%	-5%	-2%	24%[0.074 µM]
COC(=O)c1ccc(Oc2coc3cc(OCc4cnn(-c5ccccc5)c4)ccc3c2=O)cc1
 : -10%[38.3 µM]	-15%	-4%	4%	-2%	20%	-10%
COc1ccc(/C=C(/NC(=O)c2ccccc2Cl)C(=O)NCCCC(=O)O)cc1
 : 10%	·	6%	14%[9.22 µM]	3%	2%[46 µM]	14%[10 µM]
CC(=O)Nc1ccc2c(c1)ncn2-c1ccccc1
 : ·	·	·	5%[9.22 µM]	5%	·	5%[10 µM]
Cc1ccc(C(=O)NC(=S)NCC2CCCO2)cc1[N+](=O)[O-] (stereo not given)
 : 4%	16%	1%	-2%	0%	-8%[46 µM]	15%
COc1ccc(-c2cc(C(=O)N3CCc4ccccc4C3)no2)cc1
 : 1%	2%	-4%	-23%	8%	4%[46 µM]	-13%
COC(=O)CN(c1ccc(OCc2ccccc2)cc1)S(C)(=O)=O
 : 4%	-2%	-1%	16%	14%	0%[46 µM]	-1%
O=S1(=O)CC=C(CSC(=S)NC2CCS(=O)(=O)C2)C1 (stereo not given)
 : 4%	-11%	-1%	·	-3%	-8%[46 µM]	·
Cc1ccc(CNC(=O)CCCCCNc2nc(=S)[nH]c3ccccc23)cc1
 : 16%	9%	-1%	-5%	2%	?	11%[10 µM]
C=CCn1c(N)c(C(=O)Nc2ccccc2)c2nc3ccccc3nc21
 : 28%[38.3 µM]	?	-1%	-11%	?	-16%	-67%[inhibitor]
OCC1=CC[N+]2(Cc3ccccc3)CCC(O)[C@@H]12 (stereo not given in full)
 : -3%	4%	1%	·	3%	·	?
CCOC(=O)c1cc(C)n(-c2c(C)n(C)n(-c3ccccc3)c2=O)c1C
 : 23%[38.3 µM]	-7%	0%	11%	-1%	10%	8%[10 µM]
CCOc1c(CNc2nnnn2C)cccc1OC
 : 6%	-4%	3%	-11%	19%	28%[46 µM]	13%
CC(C)(CO)NC(=O)Nc1ccc(Cl)c(Cl)c1
 : 1%	-2%	-3%	-22%	5%	16%[46 µM]	?
COc1ccc(CNC(=O)CSc2ccsc2[N+](=O)[O-])cc1
 : 4%	?	2%	27%	0%	·	·
CCOc1ccc(C(C(=O)NC2CCCCC2)N(C(=O)c2ccccn2)c2cccnc2)cc1 (stereo not given)
 : -9%	-6%	0%	·	-2%	·	·
O=C(c1sc2cc(F)ccc2c1Cl)N1CCN(c2ccccc2)CC1
 : 5%	-8%	0%	-15%	4%	?	4%[10 µM]
CC(C)NC(=S)N/N=C/c1cccs1
 : 30%[38.3 µM]	9%	-3%	0%	-13%	10%	-6%
Cn1c(Cl)c(/C=N/OC(=O)c2ccc(Cl)cc2)c2ccccc21
 : 14%[38.3 µM]	-9%	3%	0%	6%	-2%	12%[10 µM]
O=C(CCl)Nc1cn(-c2ccccc2)nc1-c1ccccc1
 : -5%	23%	8%	22µM*	-3%	?	-192%[inhibitor]
COc1ccc(N(CC(=O)NC2CCCCC2)C(=O)CNC(=O)c2ccco2)cc1OC
 : 9%	-20%	3%	6%	3%	-4%	-20%[10 µM]
Cc1ccccc1C(=O)NC1CCN(CC(=O)Nc2ccc3c(c2)OCCO3)CC1
 : 2%	10%	-2%	-20%	-5%	3%[46 µM]	2%
COc1ccc(Nc2oc(-c3ccco3)nc2S(=O)(=O)c2ccc(F)cc2)cc1
 : 0%	-29%	6%	16%	15%	-2%	7%[10 µM]

Compound activity as filed in PubChem BioAssay.
